SENP1 inh = SENP1 (human) catalytic domain inhibition; Q9P0U3; recombinant SENP1 catalytic domain, CyPet-SUMO1-YPet FRET cleavage; inhibition, % at 10 µM; actives 0.21% (n = 360,000); AID 624204;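 active means inhibition at least 30% at 10 µM, raw YFP signal under a set limit, fluorescence ratio 0.5 to 1.5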;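 further: 0% = enzyme with DMSO and 100% = no enzyme wells; some results filed as inactive read as strong as hits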
Target sequence (Q9P0U3 419-644 limits assumed): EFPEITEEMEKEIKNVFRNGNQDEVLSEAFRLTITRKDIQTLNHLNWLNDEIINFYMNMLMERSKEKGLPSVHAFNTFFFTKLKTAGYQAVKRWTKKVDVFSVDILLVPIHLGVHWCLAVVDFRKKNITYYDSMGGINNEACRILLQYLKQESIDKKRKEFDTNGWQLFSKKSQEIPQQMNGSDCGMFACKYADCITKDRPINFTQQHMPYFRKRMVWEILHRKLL
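Controls: no-enzyme wells low, DMSO-plus-enzyme wells high control. Test system: human recombinant His6-tagged SENP1 catalytic domain enzyme. Reagent: SFCypet-SUMO1-SFYpet FRET protein substrate, 25 nM final. Doses: one dose per compound, 10 µM, 0.5% DMSO. Detection: FRET, CFP and YFP emission. Timing: 50 min reaction at room temperature.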
SENP8 inh = SENP8 (human) protease inhibition; recombinant SENP8, Nedd8 substrate fluorescence; actives 0.64% (n = 360,000); Q96LD8; inhibition, % at 20 µM; in the data active means inhibition mostly above about 40%, no sharp cut-off; inactive means mostly below about 27%
Target sequence (Q96LD8 whole entry, looked up): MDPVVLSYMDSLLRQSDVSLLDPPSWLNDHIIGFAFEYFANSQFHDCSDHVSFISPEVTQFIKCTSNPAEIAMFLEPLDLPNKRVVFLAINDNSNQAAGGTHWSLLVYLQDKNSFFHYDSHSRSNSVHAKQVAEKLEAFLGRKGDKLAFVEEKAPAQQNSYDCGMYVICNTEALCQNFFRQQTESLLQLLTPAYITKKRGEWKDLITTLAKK
Active calls of the source: *. Not all compounds are listed; the hit share may differ from the screen's.

COc1ccccc1NC(=O)Nc1nc(C(N)C(C)C)cs1 (configuration not stated) was read as SENP1 inh 2 and SENP8 inh 11.
Cc1cc(NC(=O)NC(=O)c2ccccc2NC(=O)C(C)N)ccc1Oc1ncc(Br)cn1 (configuration not stated) was read as SENP1 inh -1 and SENP8 inh -35.
`CC(=O)Nc1ccc(-c2ccnc3c2CC(C(=O)Nc2ccc(Cl)c(C(F)(F)F)c2)O3)cc1` (configuration not stated) gave SENP1 inh 1 and SENP8 inh 1.
COc1cc(C(C(=O)NC(C)(C)C)N(C(=O)CNC(=O)c2cccs2)c2ccc(C(C)C)cc2)cc(OC)c1OC (configuration not stated) was read as SENP1 inh 0 and SENP8 inh 0.
Screening CCOc1cc(OCC)cc(C(=O)N2CCC[C@H]2C(=O)N2CCC[C@H]2C(=O)N[C@H](C)c2ccccc2)c1 returned SENP1 inh 0 and SENP8 inh 19.
`O=C(CC[C@H]1O[C@@H](n2cnc3c(NC(=O)c4ccccc4)ncnc32)[C@H](O)[C@@H]1O)NCC1CCCO1` (some centres not stated) gave SENP1 inh 1 and SENP8 inh 20.
Screening C=Cc1ccc(Cn2c(C)c(C(=O)NCc3cccc([N+](=O)[O-])c3)sc2=O)cc1 returned SENP1 inh 1 and SENP8 inh 13.
`O=C(NCc1ccco1)c1cccc2c1C(=O)c1ccc(N3CCC(N4CCCCC4)CC3)cc1S2(=O)=O` gave SENP1 inh 33 and SENP8 inh 18.
Screening OCCCNc1ncnc2[nH]ncc12 returned SENP1 inh 0 and SENP8 inh -149.
`COc1ccc(NC(=O)c2cc(C3CCCCN3C(=O)c3ccc(C#N)cc3)on2)c(C)c1` (configuration not stated) gave SENP1 inh 1 and SENP8 inh 7.
For COc1cccc(-c2cn(-c3cccc(C(F)(F)F)c3)c(=S)[nH]2)c1 the results were SENP1 inh 2 and SENP8 inh 12.
`C[C@H]1CN([C@@H](C)CO)C(=O)CCCn2cc(nn2)CO[C@@H]1CN(C)S(=O)(=O)c1ccc(Oc2ccccc2)nc1` gave SENP1 inh 3 and SENP8 inh -17.
For Cc1cc2c(=O)cc(-c3ccccc3)oc2c(C(=O)O)c1C the results were SENP1 inh 1 and SENP8 inh -233.
For C#CCOCCOCCOCCNc1nc(N2CCN(C(=O)Cn3cc(CCO)nn3)CC2)nc(N2CCN(C(=O)Cn3cc(CCCN=C(N)N)nn3)CC2)n1 the results were SENP1 inh 1 and SENP8 inh 11.
`CC(NC(=O)C1CCN(Cc2ccccc2)CC1)c1cccc2ccccc12` (configuration not stated) gave SENP1 inh -2 and SENP8 inh 15.
For CCCCN(C)C(=O)c1sc(=O)n(Cc2c(C)cccc2C)c1C the results were SENP1 inh 0 and SENP8 inh -4.
Screening CCN(CC(=O)Nc1ccc(NC(C)=O)cc1)C(=O)c1ccc(Sc2nncn2C)c([N+](=O)[O-])c1 returned SENP1 inh 1 and SENP8 inh -4.
Screening C[C@@H]1O[C@H](C2CC2)Cc2[nH]c(=S)[nH]c(=O)c21 returned SENP1 inh -1 and SENP8 inh 8.
For O=C(Nc1ccc(C(O)c2ccccc2)cc1)[C@@H]1O[C@H](CO)[C@@H](O)[C@H]1O (some centres not stated) the results were SENP1 inh 1 and SENP8 inh 21.
`CN(CCc1ccccc1)C(=O)c1ccc(NC(=O)Cc2ccc(NC(=O)C3CCN(C(=O)C4CCCC4)CC3)cc2)cc1` gave SENP1 inh 3 and SENP8 inh -2.

Continued; the last 3 above are carried over.
Screening C[C@@H]1O[C@H](C2CC2)Cc2[nH]c(=S)[nH]c(=O)c21 returned SENP1 inh -1 and SENP8 inh 8.
For O=C(Nc1ccc(C(O)c2ccccc2)cc1)[C@@H]1O[C@H](CO)[C@@H](O)[C@H]1O (some centres not stated) the results were SENP1 inh 1 and SENP8 inh 21.
`CN(CCc1ccccc1)C(=O)c1ccc(NC(=O)Cc2ccc(NC(=O)C3CCN(C(=O)C4CCCC4)CC3)cc2)cc1` gave SENP1 inh 3 and SENP8 inh -2.
`FC(F)(F)c1cc(Cl)c2nc(-c3ccc(Cl)cc3)c(Cc3ccccc3)n2c1` gave SENP1 inh 1 and SENP8 inh -369.
`COc1ccc2[nH]cc(CCNC(=O)Cn3cc(C)c(=O)[nH]c3=O)c2c1` gave SENP1 inh -1 and SENP8 inh -6.
CC(=O)N(c1ccccc1C)c1ccccc1C was read as SENP1 inh 2 and SENP8 inh 8.
`CC(C)(C)c1nnc2sc(SCC(O)=C(C#N)c3nc4ccccc4[nH]3)nn2c1=O` gave SENP1 inh -32 and SENP8 inh -41.
`CC12CCC(=O)C=C1CCCC2=O` (configuration not stated) gave SENP1 inh 2 and SENP8 inh 12.
For Cc1cc(NC(=O)CS(=O)(=O)c2cn(Cc3cccc(Cl)c3)c3ccccc23)no1 the results were SENP1 inh 2 and SENP8 inh 12.
`COc1ccc2nc(C)cc(SCC(=O)Nc3c(C)cccc3C)c2c1` gave SENP1 inh 2 and SENP8 inh -27.
COc1ccc(-c2nc(C(N)=O)c3[nH]c(=O)n(-c4cccc(Cl)c4)c3n2)cc1OC was read as SENP1 inh -10 and SENP8 inh -26.
Screening O=C(O)CCN(Cc1ccccc1)S(=O)(=O)c1ccccc1Cl returned SENP1 inh 2 and SENP8 inh 2.
CCc1nc2ccc(C(=O)N3CCN(C(=O)c4ccco4)CC3)cn2c1N(C)C(=O)COc1ccccc1 was read as SENP1 inh 1 and SENP8 inh -6.
`CCOC(=O)c1csc(CCNC(=O)c2ccccc2)n1` gave SENP1 inh 2 and SENP8 inh 16.
`CC(C)(C)C(c1nc2ccccc2[nH]1)n1c(-c2cc(Cl)cc(Cl)c2)nc2ccccc21` (configuration not stated) gave SENP1 inh -2 and SENP8 inh -7.
Screening CC1C(=O)N(Cc2cn(Cc3ccco3)nn2)CCS(=O)(=O)N1Cc1ccc(-c2cccc(N(C)C)c2)cc1 (configuration not stated) returned SENP1 inh 0 and SENP8 inh -303.
Screening CCCCN1C(=O)C(CC(=O)NC2CC2)CC(C(=O)N2CCOCC2)=C1C (configuration not stated) returned SENP1 inh 1 and SENP8 inh 15.
`OCCN1CCN(CCCN2c3ccccc3CCc3ccccc32)CC1` gave SENP1 inh -1 and SENP8 inh 17.
Screening Nc1cc(Cl)cc2c1-c1ccc(Cl)cc1C2 returned SENP1 inh 4 and SENP8 inh -6.
For CC(C)N1CCN(Cc2cccs2)CC1CCO (configuration not stated) the results were SENP1 inh 3 and SENP8 inh 2.
For C=CCOc1cccc(C2C(C(=O)c3ccc(C)o3)=C(O)C(=O)N2CCN2CCOCC2)c1 (configuration not stated) the results were SENP1 inh -4 and SENP8 inh -32.
O=c1nc(Oc2ccccc2)nc2ncccn12 was read as SENP1 inh -17 and SENP8 inh 16.
Screening CCCS(=O)(=O)NC(=O)C1(C)CCN(C(=O)/C=C/c2ccccc2)C1 (configuration not stated) returned SENP1 inh 2 and SENP8 inh 8.

3 neighbouring records from above, quoted:
COc1ccccc1NC(=O)Nc1nc(C(N)C(C)C)cs1 (configuration not stated) was read as SENP1 inh 2 and SENP8 inh 11.
Cc1cc(NC(=O)NC(=O)c2ccccc2NC(=O)C(C)N)ccc1Oc1ncc(Br)cn1 (configuration not stated) was read as SENP1 inh -1 and SENP8 inh -35.
`CC(=O)Nc1ccc(-c2ccnc3c2CC(C(=O)Nc2ccc(Cl)c(C(F)(F)F)c2)O3)cc1` (configuration not stated) gave SENP1 inh 1 and SENP8 inh 1.

Next part
Screening Cc1cc2c(=O)[nH]c(N)nc2[nH]1 returned SENP1 inh -1 and SENP8 inh 18.
For O=C1Nc2ccccc2C1=Nc1ccccc1-c1ccccc1 the results were SENP1 inh -1 and SENP8 inh -30.
`CC(=O)Nc1ccc(-c2ccnc3c2CC(C)(C(=O)NCc2ccco2)O3)cc1` (configuration not stated) gave SENP1 inh 2 and SENP8 inh 10.
Screening COc1ccc(-c2c(C(F)(F)F)oc3cc(OCC(=O)Nc4ccccc4C(F)(F)F)ccc3c2=O)cc1OC returned SENP1 inh 0 and SENP8 inh 38.
`Cc1c(CCCl)c(Cl)n2c(nc3ccccc32)c1C#N` gave SENP1 inh -26 and SENP8 inh -348.
For CN1CCN(c2ccc3c(c2)OC[C@H](Cc2ccccc2)NS3(=O)=O)CC1 the results were SENP1 inh 0 and SENP8 inh 11.
OC(Cc1cccc(C=NN2CCOCC2)n1)(C(F)(F)F)C(F)(F)F was read as SENP1 inh 1 and SENP8 inh 11.
`CCc1nc2c(OCCOc3ccc(F)cc3)cccn2c1N(C)C(=O)c1ccco1` gave SENP1 inh 2 and SENP8 inh 2.
Screening CCC(C)CN1C(=O)CN(S(C)(=O)=O)CC1(C)C(=O)Nc1ccc2c(c1)OCCO2 (configuration not stated) returned SENP1 inh -6 and SENP8 inh 14.
For CCOC(=O)C1(C)CCN1C(=O)c1ccc(C)cc1 (configuration not stated) the results were SENP1 inh -2 and SENP8 inh 19.
For CCSc1ccc(-c2nn(-c3ccccc3)cc2/C=C(/C#N)C(=O)NCCCOC)cc1 the results were SENP1 inh -40 and SENP8 inh -306.
For O=C1/C(=C\c2ccc(Cl)cc2)CCC1CNc1ccc(Cl)cc1 (configuration not stated) the results were SENP1 inh -6 and SENP8 inh -13.
For COc1ccc(C=NNC(=O)NN=Cc2ccc(OC)c(OC)c2)cc1OC the results were SENP1 inh 2 and SENP8 inh -7.
COC(=O)[C@]12CCCCC=C1N(Cc1ccc3c(c1)OCO3)C(=O)[C@H](CC(=O)N1CCCC1)C2 was read as SENP1 inh 1 and SENP8 inh 11.
O=C(OCc1cn([C@@H]2CN(C(=O)c3cccs3)[C@@H](c3ccc(Cl)cc3)C[C@H]2O)nn1)c1ccccc1 was read as SENP1 inh 1 and SENP8 inh 3.
For Oc1ccc(-c2csc(Nc3ncccn3)n2)cc1O the results were SENP1 inh 3 and SENP8 inh 23.
`COC(=O)c1ccc2nc(C3CCCCC3)c(Cc3ccc(C)cc3)n2c1` gave SENP1 inh -40 and SENP8 inh -114.
Screening CCOC(=O)C1(CCOC)CCN(C/C=C/c2ccccc2OC)CC1 returned SENP1 inh -5 and SENP8 inh -5.
COc1ccccc1CNc1nc(NCc2cnc(C)cn2)c2sccc2n1 was read as SENP1 inh -1 and SENP8 inh 12.
Screening CC1(C(=O)Nc2ccc3c(c2)OCCO3)CCN1Cc1ccc2ccccc2c1 (configuration not stated) returned SENP1 inh -1 and SENP8 inh 40*.

Quoted at random: 4 compounds from above, in no set order.
For CCSc1ccc(-c2nn(-c3ccccc3)cc2/C=C(/C#N)C(=O)NCCCOC)cc1 the results were SENP1 inh -40 and SENP8 inh -306.
For Oc1ccc(-c2csc(Nc3ncccn3)n2)cc1O the results were SENP1 inh 3 and SENP8 inh 23.
COC(=O)[C@]12CCCCC=C1N(Cc1ccc3c(c1)OCO3)C(=O)[C@H](CC(=O)N1CCCC1)C2 was read as SENP1 inh 1 and SENP8 inh 11.
Screening CC1(C(=O)Nc2ccc3c(c2)OCCO3)CCN1Cc1ccc2ccccc2c1 (configuration not stated) returned SENP1 inh -1 and SENP8 inh 40*.

New compounds follow.
For CCn1c(SCC(=O)N2CCC(C)CC2)nc2c([nH]c3ccccc32)c1=O the results were SENP1 inh -1 and SENP8 inh -34.
CCOC1=C2[C@@H](CN(S(=O)(=O)c3ccc(C)cc3)[C@H]2c2ccccc2Cl)[C@H]2C(=O)N(C)C(=O)[C@H]2C1 was read as SENP1 inh 3 and SENP8 inh 7.
CCN(CC)CCOC(=O)c1ccc(N=CC2=C(O)CC(C)(C)CC2=O)cc1 was read as SENP1 inh -2 and SENP8 inh -14.
Screening COc1ccc(-c2nc3ccc(C)cn3c2Cc2ccsc2)cc1OC returned SENP1 inh 5 and SENP8 inh -373.
Fc1cccc(Cc2c(-c3ccc(Cl)cc3)nc3ccc(Br)cn23)c1 was read as SENP1 inh 3 and SENP8 inh -13.
Screening O=C(CCCn1c(=S)[nH]c2ccsc2c1=O)Nc1ccc(F)cc1 returned SENP1 inh 2 and SENP8 inh 13.
COc1ccc2c(c1OC)C(CC(C)=O)N1CCc3cc4c(cc3C1C2=O)OCO4 (configuration not stated) was read as SENP1 inh 2 and SENP8 inh 7.
For CCc1cc2c(SCC(=O)Nc3ccc(Cl)cn3)ncnc2s1 the results were SENP1 inh -12 and SENP8 inh -20.
N#Cc1c(NC(=O)/C=C/c2ccco2)sc2c1CCCC2 was read as SENP1 inh -7 and SENP8 inh -121.
Screening COC(=O)[C@@]12C[C@@H](CC(=O)NCc3ccc(C)o3)C(=O)N(Cc3cccc4ccccc34)C1=CCC(C)(C)C2 returned SENP1 inh 1 and SENP8 inh 4.
COC(=O)C[C@H]1C=C[C@H](NC(=O)C2CCOCC2)[C@@H](CO)O1 was read as SENP1 inh 4 and SENP8 inh 11.
For CN[C@@H](CO)C(=O)NC[C@H]1O[C@@H](n2cc(C)c(=O)[nH]c2=O)C[C@@H]1O the results were SENP1 inh 0 and SENP8 inh 2.
CCCCNC1(C#N)CCN(Cc2ccccc2)CC1 was read as SENP1 inh -1 and SENP8 inh 7.
Screening O=C1CC(c2ccccc2)C(=O)N2C(=O)CC(c3ccccc3)C(=O)N12 (configuration not stated) returned SENP1 inh 1 and SENP8 inh 2.
O=C(O)c1ccccc1NC(c1ccccc1)c1ccc2cccnc2c1O (configuration not stated) was read as SENP1 inh -1 and SENP8 inh -200.

Compound activity: PubChem BioAssay, Sanford-Burnham Center for Chemical Genomics
